UHRF1 binding = human UHRF1 methylated DNA binding inhibitors; Q96T88; UHRF1 binding to methylated oligo, TR-FRET; inhibition, % at 4.4 µM; hit rate 0.75% among 370,000; in the data active means inhibition above about 21%;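 further: UHRF1 SRA domain binding a hemimethylated CpG hairpin DNA probe; 0% = median of test compound wells and 100% = reference inhibitor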
Target sequence (Q96T88 whole entry, looked up, the tested form may be a part): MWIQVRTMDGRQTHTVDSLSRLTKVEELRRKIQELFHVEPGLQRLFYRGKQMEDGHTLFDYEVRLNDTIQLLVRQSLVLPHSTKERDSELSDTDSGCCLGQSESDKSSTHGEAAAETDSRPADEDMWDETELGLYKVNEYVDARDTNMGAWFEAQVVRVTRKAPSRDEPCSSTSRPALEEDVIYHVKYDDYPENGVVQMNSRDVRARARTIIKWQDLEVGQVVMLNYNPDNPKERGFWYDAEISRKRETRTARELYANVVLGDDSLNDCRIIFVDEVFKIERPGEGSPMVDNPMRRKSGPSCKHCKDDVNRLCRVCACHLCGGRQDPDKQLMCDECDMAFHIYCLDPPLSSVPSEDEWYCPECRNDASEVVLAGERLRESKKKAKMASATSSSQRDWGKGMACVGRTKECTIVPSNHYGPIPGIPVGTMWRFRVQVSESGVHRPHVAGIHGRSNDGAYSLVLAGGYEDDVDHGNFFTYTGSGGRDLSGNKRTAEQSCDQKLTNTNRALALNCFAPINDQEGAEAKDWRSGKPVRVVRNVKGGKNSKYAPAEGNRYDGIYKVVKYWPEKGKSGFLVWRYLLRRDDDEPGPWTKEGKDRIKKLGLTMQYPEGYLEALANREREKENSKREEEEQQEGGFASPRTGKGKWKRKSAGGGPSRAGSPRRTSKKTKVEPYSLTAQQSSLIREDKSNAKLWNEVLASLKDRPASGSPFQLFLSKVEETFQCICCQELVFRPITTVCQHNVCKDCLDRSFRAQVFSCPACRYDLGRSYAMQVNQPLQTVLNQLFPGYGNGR
SIAE inh = inhibitors of human sialic acid acetylesterase SIAE; hit rate 0.69% among 370,000; SIAE FP-Rh probe binding, fluorescence polarization; inhibition, % at 9.66 µM; Q9HAT2; AID 1053197;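 active means inhibition above a cutoff: mean of compounds within the control limits plus 3 SD of those, cut at about 17% in these data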;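 further: 0% = plate median of compound wells and 100% = probe without SIAE protein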
DDE Tn6 FP inh = DD(E)-Tn6 binding inhibition, primary FP screen | P02675 | Fibrin DD(E) TRITC-Tn6 fluorescence polarization displacement | inhibition, % at 8.3 µM | hit rate 0.21% among 370,000;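 active means inhibition above a per-campaign cutoff: mean of compounds within control limits plus 3 SD, cut at about 15% in these data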;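 further: 0% = median of all compound wells on the plate and 100% = blocking peptide control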
MBD2 DNA inh = blocks human MBD2 binding to methylated DNA | Q9UBB5 | TR-FRET, MBD2 binding to methylated oligonucleotide | inhibition, % at 4.4 µM | hit rate 0.31% among 370,000; in the data active means inhibition above about 13%
TDP2 inh = TDP2 (human) inhibition, absorbance primary screen | O95551 | recombinant TDP2, T5PNP hydrolysis, p-nitrophenol absorbance 415 nm | inhibition, % at 12.8 µM | hit rate 0.34% among 370,000 | AID 720702;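 active means inhibition above the mean of all tested compounds plus 3 SD, set per campaign, cut at about 25% in these data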;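 further: 0% = DMSO with enzyme and 100% = buffer with substrate but no TDP2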
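Evaluation: % inhibition relative to enzyme-containing and enzyme-free wells. Material: recombinant human TDP2. Benchmarks: enzyme-free and DMSO wells. Timing: enzyme reaction with compound for 2 h at 37 °C. Compound dosing: 12.8 µM only. Measured by: p-Nitrophenol epi absorbance. Reagent: T5PNP substrate at 5 mM, a TopII-DNA adduct mimic. Replication: single well per compound.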
TCR-CD3 inh = human TCR-CD3 binding inhibition | TAMRA-labeled TCR probe fluorescence, biochemical | inhibition, % at 9.4 µM | hit rate 0.37% among 360,000; in the data active means inhibition above about 19%;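 further: recombinant mutant TCR 2C K166C tagged with TAMRA read by polarization; 0% = receptor in buffer alone and 100% = receptor with positive control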
LEDGF integ inh = blocks HIV-1 LEDGF/p75-dependent DNA integration; TR-FRET IN-LEDGF/p75 DNA integration, Eu/Cy5; inhibition, % at 3.7 µM; hit rate 0.64% among 370,000;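 active means inhibition above the screen-wide mean plus 3 SD, cut at about 13% in these data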;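 further: signal is the Cy5 over europium emission ratio at 671 and 618 nm; 0% = plate median of compound wells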
KLK7 zymogen act = activates the human kallikrein-7 zymogen; hit rate 0.9% among 370,000; purified proKLK7, EDANS-DABCYL substrate fluorescence; 100% is mature enzyme control, 0% vehicle; AID 652039; P49862; activation, % at 7 µM;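 active means activation above the mean of all tested compounds plus 3 SD, computed per campaign excluding outliers beyond control limits, cut at about 13% in these data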
PRMT1 FP inh = blocks human protein arginine methyltransferase 1. recombinant PRMT1, activity-based probe fluorescence polarization. hit rate 1.3% among 370,000. AID 652257. Q99873. inhibition, % at 2.79 µM;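 active means inhibition above about 21% made by adding two undisclosed values, limit read from the data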
DDE Tn7 FP inh = inhibitors of Tn7 peptide binding to human fibrin DD(E); P02675; FP displacement of FITC-Tn7 peptide from fibrin DD(E); 0% = median of compound wells per plate; inhibition, % at 8.3 µM; hit rate 0.13% among 370,000; AID 720508;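 active means inhibition above the mean of compounds falling within the control limits plus 3 SD of them, cut at about 14% in these data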;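 further: 0% = plate median of compound wells and 100% = 10 µM Aha-Tn7 peptide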
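Also added: labelled Tn7 tracer, 0.1 µM; Assay system: human fibrin DD(E) protein; Amount: 2 µM fibrin DD(E); Schedule: 10 min compound pre-incubation, 3 h probe incubation at room temperature; Repeats: one replicate per compound; Read-out basis: percent inhibition; Measured by: fluorescence polarization of the labelled Tn7 tracer.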
The depositor's hits bear a star; nt = not tested or not shown; & = joins results of further samples.

UHRF1 binding	SIAE inh	DDE Tn6 FP inh	MBD2 DNA inh	TDP2 inh	TCR-CD3 inh	LEDGF integ inh	KLK7 zymogen act	PRMT1 FP inh	DDE Tn7 FP inh	SMILES
0	-6	0	-1	1	7	-9	-0.5	1	0	C[C@@H]1CN([C@@H](C)CO)S(=O)(=O)c2ccc(-c3ccc(C(=O)N(C)C)cc3)cc2O[C@@H]1CN(C)Cc1ccccc1C(=O)O
2	4	-5	-1	-18	3	2	-0.2	-2	6	Cc1nc2scc(C)n2c(=O)c1S(=O)(=O)Nc1ccc(N2CCN(S(C)(=O)=O)CC2)cc1
-2	-8	3	1	1	0	4	-0.3	0	2	Cc1ccccc1Oc1cc(NC(=O)Cn2cnc([N+](=O)[O-])c2)cc([N+](=O)[O-])c1
-4	2	-5	0	5	0	-2	9.4	1	-2	Cc1ccc(-c2cc(C(=O)NCCCN3CCCC3)c3ccccc3n2)cc1C
1	-15	11	5	-8	4	0	0.0	3	3	O=C(c1ccccc1C(=O)N1CCN(c2ccc(F)cc2)CC1)N1CCN(c2ccc(F)cc2)CC1
17	1	-9	12	7	0	-1	0.2	-1	0	CCCCCCn1cc(CN2CC(N3CCN(C)CC3)CS2(=O)=O)nn1 (stereo not drawn)
0	6	3	-7	-19	2	0	-0.2	-2	5	C[C@@H]1CN([C@H](C)CO)C(=O)c2cc(Br)cnc2O[C@@H]1CN(C)C(=O)Cc1ccccc1
3	-8	-3	3	3	-9	-4	0.3	3	-3	COc1cc(-c2c(C(C)=O)c(C)nc3c2C(=O)c2ccccc2-3)cc(OC)c1OC
0	3	0	-8	8	2	1	1.2	2	-4	O=C1CCC[C@H]2c3[nH]c4ccccc4c3CCN12
-3	-1	-4	4	14	10	0	-0.1	1	2	C=CCNC(=O)C1CC2Cn3c(nc4cc(C)c(C)cc43)C2N1C (stereo not drawn)
-3	4	11	-4	-8	1	-3	-0.8	0	9	Cc1cccc(C(=O)OCC(=O)N2CCCC2=O)c1[N+](=O)[O-]
-1	-10	-2	1	4	-1	1	0.6	-1	-2	COc1ccccc1C(C)Nc1nc(-c2cccnc2)nc2ccccc12 (stereo not drawn)
-2	-5	-3	-6	-5	2	3	0.6	-5	7	CCN(c1ccccc1)S(=O)(=O)c1ccc(OCc2c(C)noc2C)cc1
3	1	-2	-5	10	4	-3	0.9	1	2	Cc1[nH]nc2c1C1(CCC(c3ccccc3)CC1)C(C#N)=C(N)O2 (stereo not drawn)
2	0	-1	2	1	-4	1	0.8	1	3	COc1cc(C)c(Cl)cc1S(=O)(=O)NCc1ccccn1

The closing 4 compounds of the part before come first, to join the parts:
UHRF1 binding	SIAE inh	DDE Tn6 FP inh	MBD2 DNA inh	TDP2 inh	TCR-CD3 inh	LEDGF integ inh	KLK7 zymogen act	PRMT1 FP inh	DDE Tn7 FP inh	SMILES
-1	-10	-2	1	4	-1	1	0.6	-1	-2	COc1ccccc1C(C)Nc1nc(-c2cccnc2)nc2ccccc12 (stereo not drawn)
-2	-5	-3	-6	-5	2	3	0.6	-5	7	CCN(c1ccccc1)S(=O)(=O)c1ccc(OCc2c(C)noc2C)cc1
3	1	-2	-5	10	4	-3	0.9	1	2	Cc1[nH]nc2c1C1(CCC(c3ccccc3)CC1)C(C#N)=C(N)O2 (stereo not drawn)
2	0	-1	2	1	-4	1	0.8	1	3	COc1cc(C)c(Cl)cc1S(=O)(=O)NCc1ccccn1
2	4	9	0	-1	4	1	0.0	1	6	COC(=O)c1ccc(C2/C(=C(/O)c3ccc(Cl)cc3)C(=O)C(=O)N2C2CCS(=O)(=O)C2)cc1 (stereo not drawn)
2	-1	-3	-6	-4	7	-1	0.5	-6	-7	CC(C)C(NC(=O)c1ccc(F)cc1)C(=O)N1CCN(c2ccccn2)CC1 (stereo not drawn)
0	6	-1	6	-3	-3	0	0.0	-1	-3	O=C(Nc1nc(-c2cccnc2)cs1)c1ccccc1[N+](=O)[O-]
2	15	4	-6	6	1	0	0.2	-1	0	CC1(C)CC(=O)C(Sc2ccccc2)=C(O)C1
-2	0	13	4	3	2	1	0.0	1	1	Cc1cccc(-c2nc(CS(=O)CC(=O)N3CCCCC3)c(C)o2)c1 (stereo not drawn)
-3	-3	5	-2	7	3	29*	-0.2	2	5	COCCN1C(=O)N[C@@H](c2cccc(F)c2)C(C(=O)OC)=C1C
2	5	0	7	0	5	-3	0.1	0	5	COc1ccc(C2C(C#N)=C(N)N(N(C)C)C3=C2C(=O)CC(C)(C)C3)cc1 (stereo not drawn)
1	1	-5	-2	-15	-1	0	-0.1	1	-9	Cc1cc(C)nc(SCc2nnc(SCC#N)n2-c2cccc(Cl)c2)n1
2	-5	7	0	-9	-5	-4	0.5	1	4	O=C(NCCc1csc(-c2ccccc2)n1)c1ccco1
5	-20	-3	-2	-3	-3	3	0.5	-1	-7	COc1ccc(/C=C/C(=O)Nc2cccc(S(=O)(=O)NC3=NCCCCC3)c2)c(OC)c1
2	-8	-6	3	-12	-6	-5	0.8	2	4	CC(=O)Nc1ccc(S(=O)(=O)NCc2nc(-c3ccccc3C)no2)cc1
2	-3	3	-1	-19	-6	6	-10	1	-11	CCCCC(NC(=O)Cc1c(C)c2cc3c(C)c(C)oc3c(C)c2oc1=O)C(=O)O (stereo not drawn)
1	-4	5	4	4	1	-1	0.1	1	8	CCCC(=O)c1cc(F)c(N2CCOCC2)cc1C
-5	0	-8	0	-5	3	0	0.6	-2	3	CC(C)NC(=O)CN1C(=O)c2ccccc2S1(=O)=O
10	0	-4	3	-5	7	1	0.1	4	-5	CC1CN(c2ccccc2)NC1=O (stereo not drawn)
0	0	-4	-5	3	2	-5	1.0	-2	-3	Cc1ccc(CC(CC(=O)O)C(=O)NCC23CC4CC(CC(C4)C2)C3)cc1 (stereo not drawn)
0	2	2	2	12	8	-2	0.0	0	5	COCCNC(=O)C1CC(=O)N(C2CCCC2)C1 (stereo not drawn)
-2	2	-11	3	11	-2	3	0.1	0	0	COc1ccc(S(=O)(=O)N(CC(=O)O)c2ccc(C)cc2)cc1
2	-2	0	7	-2	-4	0	0.3	1	4	COc1ccc(OC)c(CNC(=O)C(C)n2nc(C)c3c(C)n(-c4ccccc4)nc3c2=O)c1 (stereo not drawn)
-2&0	-4&5	1&7	-1&0	13&7	nt	1&-3	0.2&0.3	-4&-2	-1&5	Cn1ccnc1CN1CCC[C@]2(CC[C@H](CCC#N)O2)C1
-1	-9	-5	-6	3	1	2	0.5	2	2	CCN(CC)S(=O)(=O)c1cc(NC(=O)C2CC(=O)N(Cc3ccccc3)C2)ccc1Cl (stereo not drawn)
3	5	-10	-5	-13	-1	4	0.1	-1	-2	COc1ccc(Cl)c(NC(=O)C/C(C)=N/NC(=O)CCc2ccccc2)c1
2	-1	7	-5	4	8	3	0.2	-3	1	Cn1c(NC(=O)c2ccccc2)cc(=O)n(C)c1=O
-2	16	-6	-1	19	4	2	-0.3	-7	5	Cc1ccc(NC(=O)C/C(N)=N/O)cc1Cl
-1	-3	2	-2	-3	-2	-4	-0.1	8	6	Cc1ccc(N2CCN(C3=NC(=O)/C(=C\c4cn[nH]c4-c4ccccc4)S3)CC2)cc1
0	0	-4	-5	-1	0	1	0.2	-3	15*	O=C(CN1CCN(c2ccccn2)CC1)N(c1ccccc1)c1ccc2ccccc2c1
4	-5	2	0	-1	0	0	2.1	1	-2	CCN(c1ccccc1)S(=O)(=O)c1ccc(Cl)c(NC(=O)COC(=O)c2cccc(OC)c2O)c1
16	-1	6	8	5	-1	1	-9.8	4	11	Cc1ccc2nc(-c3ccc(C#N)cc3)c(Cc3ccccc3)n2c1
1	-4	1	-2	-8	-1	-8	-28	6	0	Cc1cccc(C(=O)Nc2ccc3c(c2)C(=O)N(CC(C)C)C3=O)c1
-1	0	4	-1	-5	5	0	0.2	2	1	Cc1cccc(C)c1NC(=S)NC(C)CCc1ccccc1 (stereo not drawn)

Complete entries, quoted from the list. Values in the order: UHRF1 binding | SIAE inh | DDE Tn6 FP inh | MBD2 DNA inh | TDP2 inh | TCR-CD3 inh | LEDGF integ inh | KLK7 zymogen act | PRMT1 FP inh | DDE Tn7 FP inh
CCN(c1ccccc1)S(=O)(=O)c1ccc(Cl)c(NC(=O)COC(=O)c2cccc(OC)c2O)c1 is listed with 4 | -5 | 2 | 0 | -1 | 0 | 0 | 2.1 | 1 | -2
Cn1ccnc1CN1CCC[C@]2(CC[C@H](CCC#N)O2)C1 is listed with -2&0 | -4&5 | 1&7 | -1&0 | 13&7 | nt | 1&-3 | 0.2&0.3 | -4&-2 | -1&5
COc1ccc(S(=O)(=O)N(CC(=O)O)c2ccc(C)cc2)cc1 is listed with -2 | 2 | -11 | 3 | 11 | -2 | 3 | 0.1 | 0 | 0
COc1ccc(Cl)c(NC(=O)C/C(C)=N/NC(=O)CCc2ccccc2)c1 is listed with 3 | 5 | -10 | -5 | -13 | -1 | 4 | 0.1 | -1 | -2
CCN(CC)S(=O)(=O)c1cc(NC(=O)C2CC(=O)N(Cc3ccccc3)C2)ccc1Cl (stereo not drawn) is listed with -1 | -9 | -5 | -6 | 3 | 1 | 2 | 0.5 | 2 | 2
